Screening results from PubChem.
G9a block: blocks human histone lysine methyltransferase G9a | Q96KQ7 | AID 504332 | actives 8.8% (n = 350,000) | G9a H3K9 monomethylation, AlphaScreen, 2 h | Potency, µM (highest dose often 102 µM), for inactives: at the highest dose activity, negative = inhibition, most hits filed as inhibitors; note: % is set by controls: 0 for no effect and ±100 for the full control effect; nearly all actives have a fitted effect of over 75% in size
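AlphaScreen read-out: biotin-H3K9 peptide (500 nM) methylation by 20 nM enzyme with 20 uM SAM, 2 h at room temperature after 15 min compound preincubation; anti-monomethyl H3K9 antibody plus donor/acceptor beads, 10 min dark.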
BAZ2B inh: blocks human BAZ2B. Q9UIF8. AlphaScreen BAZ2B-H3K14Ac peptide displacement. Potency, µM (series often up to 114 µM), without a hit: top-dose activity change, negative = inhibition, actives largely listed as inhibitors. actives 4.4% (n = 360,000); note: % is set by controls: 0 for no effect and ±100 for the full control effect; nearly all actives have a fitted effect of over 60% in size
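Compounds, titrated to a top concentration of 110 uM, were incubated 30 min at room temperature with preformed BAZ2B/acetyl-K14 H3 peptide complex (50 nM each). Proximity signal was measured by AlphaScreen after 20 min with beads.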
POLB inh: DNA polymerase beta (human) inhibition | P06746 | Pol beta primer extension/strand displacement, fluorescence kinetic | Potency, µM (doses to about 114 µM), inactives show at the top dose activity change, negative = inhibition, hits mostly inhibitors | actives 1.3% (n = 340,000) | AID 485314; note: % is set by controls: 0 for no effect and ±100 for the full control effect
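Human Pol beta at 10 nM; strand-displacement substrate 50 nM final. Compound exposure 15 min at room temperature before start, reaction 10 min at room temperature.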
POLH inh: DNA polymerase eta (human) inhibition | recombinant Pol eta, fluorescent DNA replication assay | actives 1.2% (n = 390,000) | Q9Y253 | Potency, µM (series often up to 114 µM), without a hit: top-dose activity change, negative = inhibition, most hits filed as inhibitors | AID 588591; note: % is set by controls: 0 for no effect and ±100 for the full control effect
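Pol eta at 10 nM preincubated with compounds 15 min at room temperature; reaction started with fluorescent substrate (50 nM final) and read kinetically at 0 and 10 min.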
POLI inh: inhibitors of human DNA polymerase iota. Pol iota fluorescent replication assay, 10 min. Potency, µM (top dose mostly 115 µM), for the others: at the highest dose activity, negative = inhibition, usual class: inhibitors. actives 1% (n = 390,000). AID 588590
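Fluorescent replication assay read twice, at 0 min and 10 min after adding 50 nM (final) substrate. Enzyme (10 nM) and compounds were first incubated 15 min at room temperature; enzyme-free buffer wells were negative controls.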
JMJD2A Tudor: inhibitors of human JMJD2A Tudor domain; actives 4.4% (n = 390,000); O75164; Potency, µM (series often up to 114 µM), without a hit: at the top dose activity change, negative = inhibition, most hits filed as inhibitors; AlphaScreen JMJD2A-Tudor / H3K4me3 peptide binding; note: % is set by controls: 0 for no effect and ±100 for the full control effect; nearly all actives have a fitted effect of over 50% in size
APEX1 inh: blocks human APE1 abasic DNA cleavage | P27695 | recombinant APE1, TAMRA/BHQ-2 abasic DNA cleavage fluorescence | Potency, µM (series often up to 65.8 µM), without a hit: at the highest dose activity change, negative = inhibition, hits mostly inhibitors | actives 0.35% (n = 350,000) | AID 2517;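 note: plate controls were vehicle for no effect and reference inhibitor for full effect; nearly all actives have a fitted effect of over 55% in size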
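Kinetic fluorescence read (525 ex/598 em nm, three reads 60 s apart) of AP-site incision; signal = third minus first read. Enzyme 0.75 nM, dual-labelled THF duplex 50 nM, compound preincubation 15 min RT.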
BLM inh: blocks DNA unwinding by human BLM helicase; actives 0.2% (n = 350,000); AID 2528; P54132; recombinant BLM DNA unwinding, fluorescence dequenching; Potency, µM (top dose mostly 56.1 µM), without a hit: top-dose activity change, negative = inhibition, actives largely listed as inhibitors;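 note: plate controls were vehicle for no effect and no enzyme for full effect; nearly all actives have a fitted effect of over 35% in size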
Pol kappa inh: DNA polymerase kappa (human) inhibition | Potency, µM (top dose mostly 107 µM), inactives show top-dose activity, negative = inhibition, usual class: inhibitors | Q9UBT6 | actives 0.53% (n = 400,000) | purified Pol kappa, fluorescent DNA synthesis assay, 10 min | AID 588579; note: % is set by controls: 0 for no effect and ±100 for the full control effect
Target sequence (Q9UBT6 whole entry, looked up): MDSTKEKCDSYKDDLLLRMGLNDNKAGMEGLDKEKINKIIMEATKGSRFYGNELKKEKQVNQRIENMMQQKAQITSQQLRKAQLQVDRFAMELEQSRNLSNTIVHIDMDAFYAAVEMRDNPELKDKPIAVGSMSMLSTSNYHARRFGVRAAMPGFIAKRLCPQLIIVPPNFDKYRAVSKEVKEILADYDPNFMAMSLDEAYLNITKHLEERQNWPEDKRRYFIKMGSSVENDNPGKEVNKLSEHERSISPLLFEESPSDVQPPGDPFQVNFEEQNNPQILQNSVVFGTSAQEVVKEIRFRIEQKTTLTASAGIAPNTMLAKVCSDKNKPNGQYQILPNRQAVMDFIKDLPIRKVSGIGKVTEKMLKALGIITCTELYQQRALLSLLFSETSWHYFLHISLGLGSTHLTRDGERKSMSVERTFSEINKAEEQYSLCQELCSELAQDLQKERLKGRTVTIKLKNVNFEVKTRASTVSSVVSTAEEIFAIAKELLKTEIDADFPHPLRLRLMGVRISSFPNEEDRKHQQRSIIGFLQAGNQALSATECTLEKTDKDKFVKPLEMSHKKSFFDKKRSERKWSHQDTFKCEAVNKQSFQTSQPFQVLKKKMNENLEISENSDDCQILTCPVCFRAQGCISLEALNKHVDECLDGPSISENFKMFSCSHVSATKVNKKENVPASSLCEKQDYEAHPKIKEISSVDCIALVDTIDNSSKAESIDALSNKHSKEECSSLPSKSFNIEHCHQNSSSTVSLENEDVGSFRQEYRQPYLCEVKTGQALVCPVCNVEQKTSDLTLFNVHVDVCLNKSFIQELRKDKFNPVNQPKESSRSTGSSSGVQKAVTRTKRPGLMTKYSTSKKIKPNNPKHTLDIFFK
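Kinetic fluorescence readout at 0 and 10 min followed reaction start with substrate at 50 nM final. Beforehand, enzyme (10 nM Pol kappa) stood 15 min with compound at room temperature; buffer-only wells were negative controls.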
* = called active by the depositor; ? = inconclusive; / = not tested or not shown; [ ] = remark or other dose. Calls come from the whole dose curve; as a rule, active = well fitted curve in the direction sought with a large enough effect; inconclusive = small, poorly fitted or top-dose-only effect, or another doubt; inactive = no such curve, though single readings can be large; an effect the other way counts as inactive or inconclusive. Potency is the fitted concentration of half-maximal effect. Some of the compounds tested; the hit share may differ from the screen's.

POLB inh	POLI inh	JMJD2A Tudor	G9a block	BAZ2B inh	Pol kappa inh	APEX1 inh	BLM inh	POLH inh	canonical_smiles
3%	18%	-1%	8%[59 µM]	0%	-12%[60.1 µM]	/	2%	3%	COc1ccc(OCC(=O)NC2CC(=O)N(c3ccc4c(c3)OCCO4)C2)cc1 (configuration not stated)
1%	?	?	28µM*	?	-27%	-5%	-8%	-2%	CCOC(=O)c1c(-c2ccc(C)cc2)csc1/N=C(\C)C1=C(O)c2ccccc2C1=O
14%	-12%	-3%	-36%[59 µM]	-5%	-9%	/	-9%	/	N#Cc1ccccc1NC(=O)c1cc2c(=O)n3ccccc3nc2s1
20%	21%	-6%	15%	-14%	-11%	-4%	2%	1%	Cc1nnc(SCC(=O)NC2CC2)n1-c1ccccc1
18%	62%[activator]	1.6µM*	?	50µM*	3%	-7%	-12%	-19%	Cc1cc(Br)ccc1OCCCCN1CCCCC1
3%	15%	-32%	17%	-8%	-25%	-2%	0%	-3%	CCn1c(SCC(=O)N/N=C/C=C\c2ccccc2[N+](=O)[O-])nnc1-c1ccccc1
30%	?	-17%	50µM*	-26%	-9%	1%	-5%	-11%	O=C(O)CN1C(=O)C2C3CC(C2C1=O)C1C(c2ccc(Cl)cc2)c2sc(=O)[nH]c2SC31 (configuration not stated)
16%	118%[activator]	1.3µM*	50µM*	20µM*	-13%	-4%	3%	-25%	COc1ccc(CN2CCN(Cc3ccccc3F)CC2)c(OC)c1
7%	-10%	-4%	-6%[59 µM]	-1%	-3%[60.1 µM]	/	1%	-17%	CC1CCN(S(=O)(=O)c2ccc3nc(-c4cccnc4)cc(C(=O)NCCCOC(C)C)c3c2)CC1
/	?	-3%	/	/	-19%	16%	/	-13%	CCOc1cc(N2CCOCC2)c(OCC)cc1NC(=O)CSc1ncccc1C(=O)O
/	/	/	?	/	-10%[12 µM]	-4%[21 µM]	7%[21.4 µM]	/	C[C@@H](CN1c2ccccc2Sc2ccccc21)N(C)C
3%	159%[activator]	-31%	-3%[59 µM]	?	-1%	-3%	-10%	-24%	CC(NS(=O)(=O)c1ccc(Cl)c(Cl)c1)C(=O)OCC(=O)Nc1ccc2c(c1)OCO2 (configuration not stated)
0%	-9%	-16%	27%	24%	-3%	?	6%	-14%	C#CCCOC(=O)Nc1ccccc1
27%	0%	-9%	14%	-4%	-7%	1%	0%	-17%	CCCCN(C)CCCNC(=O)CS(=O)Cc1nc(-c2ccc(OC)c(OC)c2)oc1C (configuration not stated)
8%	147%[activator]	-34%	-29%	?	-9%	1%	-12%	-16%	COc1ccccc1NC(=O)Nc1ccc(Cc2ccncc2)cc1
?	-5%	?	20%[59 µM]	4%	-7%	-2%	-5%	-17%	C=CCNC(=O)c1ccccc1NC(=O)c1ccc(Cl)c(S(=O)(=O)Nc2cccc(C)c2C)c1
5%	?	-17%	?	-7%	-5%	-3%	1%	2%	COc1cc(C(=O)Nc2ccc(O)cc2C(=O)O)ccc1OC(C)=O
/	-3%	-27%	29%[12.7 µM]	-1%	-12%	7%	/	0%	CCN(c1ccccc1)S(=O)(=O)c1ccc(NN)nc1
19%	?	-15%	/	-11%	-1%	2%	-3%	-10%	CC(=O)N1CCN(C(=O)CCC(=O)O)CC1
9%	-6%	2%	7%	0%	4%	-8%	-1%	-4%	CN1CCN(S(=O)(=O)Cc2ccccc2Cl)CC1
-8%	18%	6%	-6%	-4%	0%	45%[activator]	-3%	-15%	O=C(NC1CC1)c1sc2ccccc2c1Cl
10µM*	18µM*	16µM*	13µM*	13µM*	?	-10%	1%	18µM*	CCOc1ccccc1NC(=O)CCS(=O)(=O)c1ccc(Br)cc1
1%	11%	-9%	52%[activator]	7%	-24%	-5%	-2%	0%	O=C(Nc1ccsc1C(=O)N1CCCCCC1)c1ccccc1
25%	9%	-9%	61%[activator]	1%	6%	9%	-3%	-1%	C/C(=N\NC(=O)c1nnn(-c2nonc2N)c1-c1cccs1)c1ccc(C)cc1
?	-2%	-7%	2%[12.7 µM]	4%	-4%	3%	-9%	12%	COc1cc(OC)cc(-c2nc3nc(C)c(CCC(=O)O)c(C)n3n2)c1
-26%	?	-20%	14µM*	-37%	-6%	1%	-4%	-8%	Clc1cccc(N=C2NN=C(c3ccc4c(c3)OCCO4)CS2)c1
/	0%	-6%	/	/	5%	-6%	/	-3%	CC(C)(C)OC(=O)C1=C(CO)CS[C@@H]2[C@H](NC(=O)Cc3ccccc3)C(=O)N12
/	/	/	2%[0.501 µM]	/	-5%[60.1 µM]	-6%	2%	/	CN(C)C(=O)c1ccc(-c2nccc(N(C)Cc3ccco3)n2)cc1
2%	40%[activator]	-6%	-2%	-14%	10%	-1%	-1%	-5%	CC(C)C(OC(=O)CCCC(=O)Nc1nccs1)C(=O)NC1CCCCC1 (configuration not stated)
?	22%	-1%	10%	-2%	6%	3%	-5%	-20%	O=S(=O)(c1ccc(-c2ccon2)s1)N1CCN(c2ccccn2)CC1
?	-19%	1%	?	-2%	-3%	79%[activator][12.4 µM]	-1%	-17%	O=C(CCS(=O)(=O)c1ccccc1)Nc1nncs1
4%	10%	?	?	35µM*	4%	-5%	-5%	-19%	CC(=O)Nc1ccc(N2CCCC(C)C2)c([N+](=O)[O-])c1 (configuration not stated)
/	-19%	?	/	/	-4%	-5%	/	-5%	C[C@H](CO)N1C[C@H](C)[C@H](CN(C)C(=O)Nc2ccc(F)cc2)Oc2c(NC(=O)c3ccc(-c4nccs4)cc3)cccc2C1=O
/	4%	-12%	/	/	19%	22%	/	-8%	C[C@H](CO)N1C[C@H](C)[C@@H](CN(C)S(=O)(=O)c2cn(C)cn2)Oc2ccc(NS(=O)(=O)c3ccccc3)cc2C1=O
-22%	-6%	?	?	45µM*	-8%	-2%	-4%	-9%	CN(C)c1ccc(CNn2cnnc2SCc2ccc(F)cc2)cc1
20µM*	?	-25%	/	-13%	45µM*	?	27%	22µM*	CC(=O)c1sc(C(=O)O)c(-c2ccco2)c1-c1ccco1
25%	35%[activator]	-15%	?	-35%	-14%	-4%	-1%	-18%	CCOCCn1c(=O)c2c(nc3n2CCCN3Cc2ccccc2)n(C)c1=O
?	4%	-24%	20%[59 µM]	?	15%	25%	-2%	-7%	COc1ccc(C(=O)Nc2ccncc2)cc1[N+](=O)[O-]
-1%	9%	-15%	12%[59 µM]	-2%	-18%	/	-9%	-2%	Cc1ccc(NC(=O)CN(C)S(=O)(=O)c2ccc3c(c2)n(C)c(=O)c(=O)n3C)cc1C
1%	46%[activator]	-3%	22%[12.7 µM]	1%	-4%	-1%	0%	-20%	NC(=O)CSc1cn(CCNC(=O)c2cccs2)c2ccccc12
/	16%	1%	2%	7%	-15%	-1%	/	3%	Cc1cc(C)nc(SCC(=O)N(C)CC(=O)Nc2ccccc2Br)n1
28%	15%	-8%	?	1%	4%[60.1 µM]	-6%	2%	-4%	C=C(C)CNC(=S)Nc1nc2c(cc1C(=O)OCC)CCCC2
-14%	-13%	-17%	-10%	8%	-1%	-1%	-2%	-3%	C/C=C/c1ccc(OCCSc2nc(C)cc(=O)[nH]2)c(OC)c1
3%	12%	-6%	-1%[59 µM]	-13%	1%	/	-3%	-14%	COc1cc(NS(=O)(=O)c2ccc(-c3cc(C)no3)cc2)cc(OC)c1
8%	14%	-14%	-49%	-6%	-15%	14%	-3%	-6%	O=c1c2ccccc2ncn1Cc1ccc2c(c1)OCO2
5%	-23%	-17%	0%[59 µM]	-9%	-9%	-3%	-7%	-12%	Cc1ccc(C)c(N2CCN(C(=O)CNS(=O)(=O)c3cccs3)CC2)c1
/	39%[activator]	2%	-1%	-1%	-3%	26%	/	-10%	COc1cccc(CN(C)C(=O)CSCC(=O)Nc2cc(C)on2)c1OC

11 entries already listed, arranged by SMILES length, low to high:
POLB inh	POLI inh	JMJD2A Tudor	G9a block	BAZ2B inh	Pol kappa inh	APEX1 inh	BLM inh	POLH inh	canonical_smiles
8%	14%	-14%	-49%	-6%	-15%	14%	-3%	-6%	O=c1c2ccccc2ncn1Cc1ccc2c(c1)OCO2
-22%	-6%	?	?	45µM*	-8%	-2%	-4%	-9%	CN(C)c1ccc(CNn2cnnc2SCc2ccc(F)cc2)cc1
?	4%	-24%	20%[59 µM]	?	15%	25%	-2%	-7%	COc1ccc(C(=O)Nc2ccncc2)cc1[N+](=O)[O-]
20µM*	?	-25%	/	-13%	45µM*	?	27%	22µM*	CC(=O)c1sc(C(=O)O)c(-c2ccco2)c1-c1ccco1
4%	10%	?	?	35µM*	4%	-5%	-5%	-19%	CC(=O)Nc1ccc(N2CCCC(C)C2)c([N+](=O)[O-])c1 (configuration not stated)
/	39%[activator]	2%	-1%	-1%	-3%	26%	/	-10%	COc1cccc(CN(C)C(=O)CSCC(=O)Nc2cc(C)on2)c1OC
25%	35%[activator]	-15%	?	-35%	-14%	-4%	-1%	-18%	CCOCCn1c(=O)c2c(nc3n2CCCN3Cc2ccccc2)n(C)c1=O
5%	-23%	-17%	0%[59 µM]	-9%	-9%	-3%	-7%	-12%	Cc1ccc(C)c(N2CCN(C(=O)CNS(=O)(=O)c3cccs3)CC2)c1
-1%	9%	-15%	12%[59 µM]	-2%	-18%	/	-9%	-2%	Cc1ccc(NC(=O)CN(C)S(=O)(=O)c2ccc3c(c2)n(C)c(=O)c(=O)n3C)cc1C
/	4%	-12%	/	/	19%	22%	/	-8%	C[C@H](CO)N1C[C@H](C)[C@@H](CN(C)S(=O)(=O)c2cn(C)cn2)Oc2ccc(NS(=O)(=O)c3ccccc3)cc2C1=O
/	-19%	?	/	/	-4%	-5%	/	-5%	C[C@H](CO)N1C[C@H](C)[C@H](CN(C)C(=O)Nc2ccc(F)cc2)Oc2c(NC(=O)c3ccc(-c4nccs4)cc3)cccc2C1=O
